# Bioassay records deposited in PubChem BioAssay by Fisher Drug Discovery Resource Center.
# mcGAS inh = inhibitors of mouse cGAS; recombinant cGAS, Kinase-Glo ATP depletion luminescence; actives 0.15% (n = 160,000); inhibition, % at 12.5 µM;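 also: 0% = negative control wells and 100% = reference inhibitor with no enzyme activity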
# NPYLR7 agonist = activates Aedes aegypti NPYLR7 receptor. actives 0.15% (n = 270,000). AID 1259423. activation, % at 10 µM. HEK293T NPYLR7/Galpha15, GCaMP6s calcium fluorescence; in the data active = activation above about 40%;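 also: 0% = vehicle and 100% = reference agonist at the receptor; some compounds past the cut are filed as inactive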
# hcGAS lum = human cGAS inhibition | Q8N884 | recombinant h-cGAS, ATP depletion, Kinase-Glo luminescence | inhibition, % at 12.5 µM | actives 0.081% (n = 290,000);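 also: 0% = vehicle reaction and 100% = reaction without DNA for no activity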
# Target sequence (Q8N884 whole entry, looked up): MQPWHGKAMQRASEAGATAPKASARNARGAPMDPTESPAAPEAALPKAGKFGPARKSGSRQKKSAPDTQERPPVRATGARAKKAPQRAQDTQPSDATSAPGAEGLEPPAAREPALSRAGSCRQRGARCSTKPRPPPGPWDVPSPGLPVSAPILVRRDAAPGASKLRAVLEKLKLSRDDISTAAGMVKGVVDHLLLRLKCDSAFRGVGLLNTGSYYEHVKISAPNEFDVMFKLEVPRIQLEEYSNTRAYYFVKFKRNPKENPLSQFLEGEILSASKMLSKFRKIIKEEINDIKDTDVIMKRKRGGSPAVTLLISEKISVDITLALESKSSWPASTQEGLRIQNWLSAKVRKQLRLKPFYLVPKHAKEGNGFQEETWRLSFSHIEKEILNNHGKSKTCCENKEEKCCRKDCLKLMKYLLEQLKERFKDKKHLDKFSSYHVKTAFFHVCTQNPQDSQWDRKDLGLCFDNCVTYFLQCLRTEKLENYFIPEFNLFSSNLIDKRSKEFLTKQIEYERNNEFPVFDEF
# * marks the source's active call; other numbers are inactive results; / = no result given; & = joins results of further samples. Rule as the data show it, unless noted: active = inhibition above about 40%; inactive = the rest. The list is partial. The share of hits here may be higher or lower than overall.
# The opening two entries, ahead of the listing:
smiles,mcGAS inh,NPYLR7 agonist,hcGAS lum
O=C(CCN1C(=O)c2cccc([N+](=O)[O-])c2C1=O)Nc1ccc(Cl)cc1C(=O)c1ccccc1,-3,-8,-5
O=C(NCc1cccc(F)c1)C(C1CCCC1)N1CCN(C(=O)COc2ccc(Cl)cc2)CC1 (stereo not drawn),/,-3,5

# The listing, previewed entries included:
smiles,mcGAS inh,NPYLR7 agonist,hcGAS lum
O=C(CCN1C(=O)c2cccc([N+](=O)[O-])c2C1=O)Nc1ccc(Cl)cc1C(=O)c1ccccc1,-3,-8,-5
O=C(NCc1cccc(F)c1)C(C1CCCC1)N1CCN(C(=O)COc2ccc(Cl)cc2)CC1 (stereo not drawn),/,-3,5
COCCN(Cc1sccc1C)C(=O)c1c(C)n(C)c2ccc(OC)cc12,-10,3,-3
CCC(O)Cn1cc(C2=CCN(Cc3cc(=O)[nH]c(C)n3)CC2)cn1 (stereo not drawn),/,14,0
CC[C@]12C=CCN3CC[C@@]4(c5ccc(OC)cc5N(C)C4[C@@](O)(C(=O)OC)[C@@H]1OC(C)=O)[C@@H]32 (stereo partly drawn),/,17,-8
COc1ccccc1CC(C)NCc1ccc2nonc2c1 (stereo not drawn),-13,-5,-9
CCCCc1ccc(NC2=NC(C)(C)CS2)cc1,/,-1,3
COc1cccc(CC(C)NC2CCN(S(C)(=O)=O)CC2)c1 (stereo not drawn),-9,5,-4
CNC(C)C(O)c1ccccc1 (stereo not drawn),/,-7,-4&0
COc1ccc(CC(=O)N2CCN(CC(OCc3ccc(C#N)cc3)c3cccc(N4CCCC4)c3)CC2)cc1OC (stereo not drawn),-7,3,-10
Fc1ccc(F)c(C2NCCc3[nH]cnc32)c1 (stereo not drawn),/,3,-4
Fc1cnccc1CN1CCC2(CCNCC2)C1,/,6,-2
CC1(C)CC2(CCCN(CCC#N)C2)CCS1 (stereo not drawn),-3,0,-10
O=C(CCl)c1ccc(F)cc1F,/,5,-4
CCOc1ccccc1-n1c(C(C)NCCOC)nc2ccccc2c1=O (stereo not drawn),/,8,-4
O=C1CC2OCC=C3CN4CC[C@]56c7ccccc7N1C5[C@H]2[C@H]3CC46 (stereo partly drawn),/,-8,-3
Clc1ccc(C[N+]23CCN(CC2)CC3)c(Cl)c1,/,-2,8
O=[N+]([O-])c1cc(Br)c(O)c(Br)c1,37,6,10
NCCc1ccc(Oc2ccc(F)cc2)cc1,/,7&-16,-8&-10
Cc1nc(-c2ccc(-c3ccc(C(=O)N4CCc5cc6c(cc54)C4(CCN(C)CC4)CO6)cc3)c(C)c2)no1,-5,4,-2
CCCCN(C)C1CCN(CCC)CC1,-5,-1,-2
c1cc(C2NCCc3[nH]cnc32)c2cc[nH]c2c1 (stereo not drawn),-11,/,-7
CC(=O)NS(=O)(=O)c1ccc(NC(=O)c2cccn(Cc3ccc(F)cc3)c2=O)cc1,/,1,2
CCCSc1ncccc1C(=O)N1CCN(CCOC(c2ccccc2)c2ccccc2)CC1,1,-4,6
C#C[C@H]1CN2CC[C@H]1C[C@@H]2CNCc1cc2ccccc2o1,-2,-11,-1
COc1cc2c(cc1-c1cc3cc4ccoc4cc3oc1=O)OCO2,/,10,-1
CCOc1ccccc1OCC(=O)N1CCN(C(C)COC)CC1 (stereo not drawn),/,9,-8
CSc1ccccc1C(=O)C1CCCN(Cc2cc(C(C)C)n[nH]2)C1 (stereo not drawn),-10,-3,5
NC(=O)c1ccsc1NC(=O)CNC1(c2ccc(Cl)cc2)CCCCC1,/,14,-7
O=Cc1cn(Cc2nc(C(c3ccccc3)c3ccccc3)no2)c2ccccc12,/,2,-4
NC1N=C(c2ccccc2)c2ccccc2NC1=O (stereo not drawn),/,3,-9
CCOCN(C(=O)CCl)c1c(C)cccc1CC,/,-6,-4
O=C(CN1CCN(C(=O)Cc2ccc3ccccc3c2)CC1)NC1CC1,/,0,-5
COc1cccc(CC(C)NCCN(C)S(C)(=O)=O)c1 (stereo not drawn),-12,2,-5
CC(C)NC(=O)c1cc(N2CCN3CCCC3C2)ccn1 (stereo not drawn),/,10,-12
CCOC(=O)C1C(=N)Oc2cc(C)n(C)c(=O)c2C12C(=O)N(Cc1ccccc1)c1ccccc12 (stereo not drawn),1,-3,4
COC(=O)C1=C(C(=O)OC)SC2(S1)C(C(=O)OC)=C(C(=O)OC)Sc1ccccc12,/,5,-10
C=C(C)CCC(C)NCc1nn(C)c2ccc(C)cc12 (stereo not drawn),-10,25,-7
COc1ccc(-c2nc(CC(=O)N3CCN(Cc4cc(=O)c(OCc5cccc(F)c5)co4)CC3)c(C)o2)cc1,-6,1,-4
O=S(=O)(c1ccc(Cl)cc1Cl)N1CCN(CCOC(c2ccccc2)c2cccc(C(F)(F)F)c2)CC1 (stereo not drawn),-6,5,-3
CC(C)c1nc(C2=CCN(CC(=O)N3CCN(C)CC3)CC2)no1,-6,/,-13
CN(C)CCN(C(=O)Cc1ccc(F)cc1)c1nc2ccc(S(C)(=O)=O)cc2s1,-3,-15,2
Cc1ccc(/C=C2\C(=O)NC(=O)N(c3ccccc3)C2=O)o1,-5,-8,-2
CCCn1c(C)c(C(=O)c2ccc3ccccc3c2)c2ccccc21,-4,4,-1
N#C/C(=C\c1cccc(O)c1)C(=O)O,30,-1,5
COCCNC(=O)CN1C(=O)CSC(c2ccsc2)c2c(-c3ccccc3)nn(-c3cccc(C)c3C)c21 (stereo not drawn),-7,21,-2
O[C@@H]1CC[C@H]2C[C@@H]1[C@@H](Oc1ccccn1)CN2,2,-2,6
O=C(Nc1ncc([N+](=O)[O-])s1)c1cccn(Cc2ccccc2)c1=O,/,17,-1
COC(=O)CN(C)CP(C)(=O)OC(C)C (stereo not drawn),/,-9,-4
CN(c1ccccc1)S(=O)(=O)c1ccc(Cn2nc(C(=O)NOCc3ccccc3)c3ccccc32)cc1,-4,0,0
CC1(C)C2([N+](=O)[O-])CN3CN(C2)CC1([N+](=O)[O-])C3,-3,24,-7
CN1CCC2(CCN(CCN)CC2)C1,-17,24,-4
CC(CN)CC(=O)O (stereo not drawn),/,1,-5
O=C1Nc2ccccc2C12CCN(Cc1noc(C3CCCO3)n1)CC2 (stereo not drawn),-16,16,-6
NC(=NCCC[C@H](N)C(=O)O)N[N+](=O)[O-],-5&-4,1,-11&-5
O=C(Cc1cccs1)N1CCN(CC(OCc2ccc(C(F)(F)F)cc2)c2ccc(Cl)cc2)CC1 (stereo not drawn),2,1,0
O[C@H]1C[C@@H]2C[C@H](c3ccccn3)OC[C@]2(O)[C@@H]1N1CC=CCC1,-2,10,-9
CN1CCN(c2ccc([N+](=O)[O-])cc2)CC1,/,4,-6
CC(C)n1ccnc1CN1C[C@H]2CC=CC[C@H]2C1,-13,10,-5
CC(C)(C)c1nn(C(C)(C)C)c2c1C(c1cccc(F)c1)SCC(=O)N2CC(=O)NCC1CCCO1 (stereo not drawn),0,2,-1

# Reformatted: results already given.
mol: CCCn1c(C)c(C(=O)c2ccc3ccccc3c2)c2ccccc21
  mcGAS inh: -4	NPYLR7 agonist: 4	hcGAS lum: -1

mol: N#C/C(=C\c1cccc(O)c1)C(=O)O
  mcGAS inh: 30	NPYLR7 agonist: -1	hcGAS lum: 5

mol: COCCNC(=O)CN1C(=O)CSC(c2ccsc2)c2c(-c3ccccc3)nn(-c3cccc(C)c3C)c21 (stereo not drawn)
  mcGAS inh: -7	NPYLR7 agonist: 21	hcGAS lum: -2

mol: O[C@@H]1CC[C@H]2C[C@@H]1[C@@H](Oc1ccccn1)CN2
  mcGAS inh: 2	NPYLR7 agonist: -2	hcGAS lum: 6

# (cont.)
smiles,mcGAS inh,NPYLR7 agonist,hcGAS lum
c1cc(C[N+]23CN4CN(CN(C4)C2)C3)cs1,/,-8,9
N#CC1(c2ccccc2)CCN(C(=O)C2CCCCC2C(=O)NCc2ccco2)CC1 (stereo not drawn),-3,-4,-8
O=C(NCCCN1CCCC1=O)C(C1CCCC1)N1CCN(C(=O)COc2ccc(Cl)cc2)CC1 (stereo not drawn),/,-4,-7
Cc1cccc(OCC(=O)N2CCN(Cc3cccc(-c4noc(-c5ccccc5)n4)c3)CC2)c1,-6,/,-10
COc1ccc(-n2c(=S)[nH]c3cc(O)ccc3c2=O)cc1OC,/,3,-8
Cc1nc(N(C)C)ncc1C(=O)N1CCOC2(CNCCOC2)C1 (stereo not drawn),/,11,-5
CC(C)c1noc(C(C)N2CCN(C(=O)Cc3ccc(F)cc3)CC2)n1 (stereo not drawn),-5,10,-1
CN(C)C(CNCc1ccc2c(c1)OCCO2)c1cccc(F)c1 (stereo not drawn),/,8,-11
CCC(=O)Nc1ccc(N2CCN(C)CC2)cc1C,/,1,-9
O=c1[nH]c2ccccc2cc1C1NCCc2[nH]cnc21 (stereo not drawn),/,9,-5
CCc1ccc(-n2c(-c3ccc(OC)cc3OC)nc3ccccc3c2=O)cc1,-6,4,-7
Cc1nc(CC(=O)N2CC[C@@H]3CC[C@H](C2)N3C)cs1,-7,/,-17
Cc1cc(C=C(C#N)C#N)c(C)[nH]1,-5,2,-8
C[C@]12CCC(=O)C=C1CC[C@@H]1[C@@H]2CC[C@@]2(C)[C@H]1CC[C@]2(C)O,/,-13,-1
Ic1ccccc1CNC1C2CCN(CC2)C1C(c1ccccc1)c1ccccc1 (stereo not drawn),-3,3,-3
CCOc1ccc(NC(=O)C23CC4CC(CC(C4)C2)C3)cc1,-4,-7,-2
Cc1nc2c(c(N[C@H]3[C@H]4CCO[C@H]4[C@@H]3N3CCCC3)n1)CCC2,-5,/,-11
c1ccc2sc(N3CCNCC3)nc2c1,/,-1,-8
COc1cc(C2c3c(c4ccccc4oc3=O)OC(=N)C2C#N)cc(OC)c1O (stereo not drawn),/,-2,-6
NCCc1ccccn1,/,-3,-2
COC(=O)C1C(=N)OC(c2ccccc2)=C(C(C)=O)C12C(=O)Nc1ccc(Br)cc12 (stereo not drawn),-5,4,-5
COc1ccccc1OCC(=O)N1CCCN(CC2CC2)C(C(C)C)C1 (stereo not drawn),/,1,-9
N#Cc1ccc(COC(CN2CCN(C(=O)Cc3cccs3)CC2)c2cccc(N3CCCC3)c2)cc1 (stereo not drawn),-5,/,-1
CC[C@H]1C2C[C@H]3[C@@H]4N(C)c5ccccc5C45C[C@H](C2[C@H]5O)N3[C@@H]1O (stereo partly drawn),/,-4,-7
CCSc1nc(NC(C)C)c2cnn(CCN)c2n1,/,-2,-14
C[C@H](N)[C@H](O)c1ccc(O)c(O)c1,-6,24&35,-4&5
O=C1NC(=O)N(c2ccc(Cl)cc2)C(=O)/C1=C/C=C/c1ccccc1,6,-4,1
O=c1[nH]oc2c1CCNC2,-5&-3,3&7&3&-11,-1&-5&1&-3
COC(=O)c1cc2c(cn1)[nH]c1ccccc12,-3,0,-3
N#Cc1ccc(NC(=O)COC(=O)c2cc3c(s2)CCC3)cc1Cl,-14,-4,-5

# Profiles from above. Order of values: mcGAS inh | NPYLR7 agonist | hcGAS lum
# Entry for `c1ccc2sc(N3CCNCC3)nc2c1` = / | -1 | -8
# Entry for `Cc1cc(C=C(C#N)C#N)c(C)[nH]1` = -5 | 2 | -8

# Remaining list, next part:
smiles,mcGAS inh,NPYLR7 agonist,hcGAS lum
CCCN(CCC)C1CCc2cccc(O)c2C1 (stereo not drawn),-5,-3,-7
CCSc1ncc(CN2C[C@H]3CC=CC[C@H]3C2)cn1,/,10,-6
CC(C(=O)NCC1CCCCC1)N1CC=C(c2ccccc2)CC1 (stereo not drawn),/,-1,-3
CC(C)(C)c1ccc(Cn2nc(C(=O)NCc3ccco3)c3ccccc32)cc1,-4,16,-7
[N-]=[N+]=CC(=O)OCC(N)C(=O)O (stereo not drawn),/,-3,-2
O=C(c1nn(CCCOc2ccccc2)c2ccccc12)N1CCN(C(=O)C2CCCO2)CC1 (stereo not drawn),-5,14,-7
Cc1ccc(CNC(=O)c2sc3nc4c(cc3c2N)N2CCC4CC2)cc1,/,-1,-2
O=C(NCCN1CCCC1)c1cn(CC2CCCO2)cc(C(=O)NC2CCCCCCC2)c1=O (stereo not drawn),/,16,-9
Oc1ccc2c3c1O[C@H]1[C@@H](O)CC[C@@]4(O)[C@@H](C2)N(CC2CCC2)CC[C@]314,-5,-1,-5
N=c1sccn1Cc1ccc(Cl)cc1Cl,/,2,-3
CC1CN(O)C2CCc3c(no[n+]3[O-])C12O (stereo not drawn),/,0,-3
Cc1cccc(-n2c(Cl)nc3ccccc3c2=O)c1C,/,6,-2
O=C(NCCc1ccccc1)C(C1CCCC1)N1CCN(C(=O)COc2ccc(Cl)cc2)CC1 (stereo not drawn),/,-3,2
CCCCS(=O)(=O)N1CCN(CCOC(c2ccccc2)c2cccc(C(F)(F)F)c2)CC1 (stereo not drawn),-9,31,-3
O[C@@]1(Cn2ccc3cccnc32)CCCN2CCCC[C@@H]21,-11,-3,-8
NC1=NC(=O)N2CC12 (stereo not drawn),/,-17,0
Cc1cc(C(=O)NC(C)C2CC3CCC2C3)c(C)n1C1CC1 (stereo not drawn),/,5,-15
C/C=C1/C[N+]2(C)CCC34C(=C(C=O)[C@H]1C[C@@H]32)Nc1ccccc14 (stereo partly drawn),-6,-1,-7
CCc1ccccc1-n1c(=S)[nH]c2ccccc2c1=O,-4,-4,-5
